# PAFAH1B3 FP inh = PAFAH1B3 enzyme inhibitors, primary screen, biochemical, fluorescence polarization, human | recombinant PAFAH1B3, FP-rhodamine probe | inhibition, % at 3.39 µM | 0.28% of 340,000 active | AID 492972, 2010;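 active = inhibition above the screen-wide average of all tested compounds plus 3 SD, cut at about 25% in these data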;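 also: 0% = enzyme with DMSO only and 100% = wells lacking PAFAH1B3 protein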
# LYPLA2 inh = LYPLA2 inhibitors, primary screen, counter-screen for PME1 inhibitor project, biochemical, fluorescence polarization, FP-Rh probe ABPP. Acyl-protein thioesterase 2 (Homo sapiens), O95372. recombinant LYPLA2. inhibition, % at 5.9 µM. 0.38% of 320,000 active. AID 2177, 2009;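 active = inhibition above the screen-wide mean plus 3 SD, limit set per campaign, cut at about 26% in these data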;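 also: 0% = LYPLA2 with DMSO and 100% = wells lacking LYPLA2 enzyme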
# Target sequence (O95372 whole entry, looked up): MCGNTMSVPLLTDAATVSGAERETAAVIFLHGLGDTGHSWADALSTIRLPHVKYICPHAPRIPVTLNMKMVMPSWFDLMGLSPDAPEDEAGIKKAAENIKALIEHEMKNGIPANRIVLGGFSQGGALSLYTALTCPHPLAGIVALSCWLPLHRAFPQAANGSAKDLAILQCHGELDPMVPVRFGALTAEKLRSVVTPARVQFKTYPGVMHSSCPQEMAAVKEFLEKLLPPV
# LYPLA1 inh = LYPLA1 inhibitors, primary screen, counter-screen for PME1 inhibitor project, biochemical, fluorescence polarization, FP-Rh probe ABPP; 0.16% of 320,000 active; recombinant LYPLA1; inhibition, % at 5.9 µM; AID 2174, 2009;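 active = inhibition above the mean of all tested compounds plus 3 SD, set per campaign, cut at about 14% in these data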;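 also: inhibitors block serine hydrolase probe labeling of LYPLA1 so polarization falls; 0% = enzyme with DMSO and 100% = wells lacking LYPLA1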
# GSTO1 counter = inhibitors of recombinant GSTO1, primary screen, counter-screen for RBBP9 inhibitor project, biochemical, fluorescence polarization; 1.1% of 300,000 active; inhibition, % at 5.96 µM; Glutathione S-transferase omega-1 (Homo sapiens), P78417; activity-based probe fluorescence polarization; AID 1974, 2009;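 active = inhibition above the campaign mean inhibition plus 3 SD, cut at about 35% in these data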;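 also: 0% = GSTO1-1 with DMSO and 100% = wells lacking GSTO1-1 enzyme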
# PAFAH1B2 FP inh = PAFAH1B2 enzyme inhibitors, primary screen, biochemical, fluorescence polarization, human | Platelet-activating factor acetylhydrolase IB subunit alpha2 (Homo sapiens), P68402 | recombinant PAFAH1B2, FP-rhodamine activity probe | inhibition, % at 3.39 µM | 1.2% of 340,000 active | AID 492953, 2010;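 active = inhibition above the mean of all tested compounds plus 3 SD, cut at about 24% in these data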;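 also: 0% = enzyme with DMSO and 100% = wells lacking PAFAH1B2; many of its hits are not listed in these tables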
# PME-1 inh = PME-1 inhibitors via competitive probe labeling, primary screen, biochemical, fluorescence polarization, FP-Rh probe, HTS; Protein phosphatase methylesterase 1 (Homo sapiens), Q9Y570; recombinant PME-1; inhibition, % at 5.9 µM; 0.53% of 320,000 active; AID 2130, 2009;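 active = inhibition above the campaign mean of all compounds plus 3 SD, cut at about 26% in these data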;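 also: competitive labeling of PME-1 active site by serine hydrolase directed probe; 0% = PME-1 with DMSO and 100% = wells lacking PME-1 enzyme; inhibitors block probe labeling so polarization falls and inhibition rises; many of its hits are not listed in these tables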
# PREPL inhibitor = PREPL enzyme inhibitors, primary screen, biochemical, fluorescence polarization. Prolyl endopeptidase-like (Homo sapiens), Q4J6C6. recombinant PREPL, fluorescence polarization activity-based probe. inhibition, % at 5.96 µM. 0.68% of 320,000 active; in the data active = inhibition above about 43%;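 also: 0% = enzyme with DMSO and 100% = wells lacking enzyme; many of its hits are not listed in these tables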
# Target sequence (Q4J6C6 whole entry, looked up): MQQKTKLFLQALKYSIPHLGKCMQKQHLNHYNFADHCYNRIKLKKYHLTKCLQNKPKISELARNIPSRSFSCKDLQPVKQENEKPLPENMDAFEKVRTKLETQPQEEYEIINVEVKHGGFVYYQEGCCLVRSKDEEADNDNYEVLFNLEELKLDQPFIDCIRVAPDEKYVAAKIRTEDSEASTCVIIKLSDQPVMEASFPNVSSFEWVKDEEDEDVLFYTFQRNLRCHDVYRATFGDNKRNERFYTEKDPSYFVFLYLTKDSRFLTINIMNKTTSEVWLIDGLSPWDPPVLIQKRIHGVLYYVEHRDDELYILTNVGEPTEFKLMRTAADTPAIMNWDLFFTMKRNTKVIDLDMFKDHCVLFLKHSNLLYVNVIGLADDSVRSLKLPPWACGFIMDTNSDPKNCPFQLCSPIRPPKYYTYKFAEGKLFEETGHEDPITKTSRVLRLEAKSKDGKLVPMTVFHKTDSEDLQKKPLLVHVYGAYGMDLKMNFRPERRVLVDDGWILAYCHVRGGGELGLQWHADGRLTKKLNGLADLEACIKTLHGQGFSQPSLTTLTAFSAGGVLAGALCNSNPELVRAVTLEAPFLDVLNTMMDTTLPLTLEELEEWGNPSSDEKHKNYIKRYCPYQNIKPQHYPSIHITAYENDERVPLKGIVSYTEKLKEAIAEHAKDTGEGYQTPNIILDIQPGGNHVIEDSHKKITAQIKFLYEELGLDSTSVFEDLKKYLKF
# pPAFAH FP inh = pPAFAH enzyme inhibitors, primary screen, biochemical, fluorescence polarization, human; 1.5% of 330,000 active; Platelet-activating factor acetylhydrolase (Homo sapiens), Q13093; recombinant pPAFAH, FP-rhodamine probe fluorescence polarization; inhibition, % at 3.39 µM;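 active = inhibition above the mean inhibition across the screen plus 3 SD, cut at about 25% in these data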;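 also: inhibitors block binding of the rhodamine activity-based probe so polarization drops; 0% = enzyme with DMSO and 100% = wells lacking pPAFAH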
# PAD4 FP inh = human PAD4 inhibitors, primary screen, biochemical, fluorescence polarization, 1536-well format | 0.41% of 330,000 active | recombinant PAD4, RCA probe fluorescence polarization | inhibition, % at 6.36 µM | AID 485272, 2010;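 active = percent inhibition above a cutoff equal to the mean of all tested compounds plus 3 SD, cut at about 15% in these data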;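 also: 0% = PAD4 with RCA probe and DMSO and 100% = probe without PAD4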
# Active calls of the source: *; . = no result given. These rows are one share of the data. The share of hits here may be higher or lower than overall.
# Order of values – PAFAH1B3 FP inh	LYPLA2 inh	LYPLA1 inh	GSTO1 counter	PAFAH1B2 FP inh	PME-1 inh	PREPL inhibitor	pPAFAH FP inh	PAD4 FP inh
1	CC(C)CC(NC(=O)c1ccccc1NC(=O)c1ccccc1)C(=O)O (configuration not stated)
→ 3.3	2.2	1.0	4.5	-0.2	-0.1	11.7	7.6	-3.2
2	Cc1cccc(N2CCN(C(=O)N3CCCCC3)CC2)c1C
→ 7.8	1.1	0.9	1.0	-3.0	1.4	15.8	28.5*	3.1
3	COc1ccc(OC)c(NC(=O)CSc2nnc(Cn3c(=O)sc4ccccc43)n2C)c1
→ 6.7	-7.0	-1.4	-2.4	5.4	6.2	6.0	-1.2	-1.3
4	O=C(CNC(=O)c1ccc(Br)o1)NC1CCCCC1
→ 2.6	3.6	3.0	2.1	2.4	-1.7	9.4	2.4	3.9
5	COc1ccc(C(=O)NC(=S)Nc2nc(-c3ccc(OC)c(Br)c3)cs2)cc1Br
→ 3.7	-1.0	0.0	2.3	4.7	-4.6	-1.1	4.6	-1.6
6	CCC1(c2ccccc2)NC(=O)N(CC(=O)N(C)CC(=O)Nc2ccc(F)c(F)c2F)C1=O (configuration not stated)
→ 1.2	2.8	-1.5	-3.8	1.1	-2.0	-0.7	-0.4	-2.5
7	COc1ccc2c(c1)nc(SCC(O)c1ccccc1)n2C (configuration not stated)
→ -1.9	1.0	9.1	0.4	-0.5	3.5	4.3	1.3	-5.0
8	COc1ccc(NS(=O)(=O)c2ccc(OC)c(OC)c2)cc1OC
→ -4.6	-4.6	-2.8	2.2	-2.4	-5.3	-2.7	-0.4	-1.0
9	CCOC(=O)N1CCN(C(=O)c2cccc(S(=O)(=O)Nc3ccc(Br)cc3)c2)CC1
→ 1.2	6.1	0.7	7.3	-1.6	6.9	11.4	32.1*	4.3
10	O=C1NCCN1Cc1ccc(Cl)cc1
→ 1.7	-0.1	0.9	3.0	0.1	-5.8	-11.4	-7.6	8.2
11	CC(=O)c1cccc(NC(=O)N2CCCC2C(=O)Nc2cccc(C)c2C)c1 (configuration not stated)
→ 4.2	-0.9	-2.9	6.0	6.5	2.1	-5.7	2.1	0.8
12	CCNC(=S)N1CCN(Cc2ccc3c(c2)OCO3)CC1
→ 1.0	-1.0	-1.3	18.0	-1.6	-1.5	19.1	0.0	2.2
13	COC(=O)c1cc(OC)c(OC)cc1NC(=O)Nc1ccc(OC)cc1OC
→ 5.7	-7.5	-2.3	0.0	3.8	-7.2	13.1	-2.9	-3.9
14	Nc1sc2c(c1C(=O)NC1CC1)CCCC2
→ 11.4	.	.	.	3.6	.	7.2	4.9	-2.5
15	CCCS(=O)(=O)c1c(S(=O)(=O)CCC)c2cc(-c3ccncc3)ccn2c1C(=O)OC
→ 3.9	0.4	-2.6	-0.4	6.7	-5.0	5.2	7.8	1.4
16	CCn1ncc(CNC(=O)CCCSc2nc(-c3ccco3)cc(C(F)(F)F)n2)c1C
→ 11.3	-5.5	-3.9	4.2	-1.1	-1.3	-0.8	16.0	-2.1
17	C=CC[C@@H](CC(=O)N(CCO)Cc1ccccc1)C(=O)N[C@H](COC(=O)[C@@H](CC=C)CC(=O)OC(C)(C)C)Cc1ccccc1
→ 6.9	.	.	.	4.7	.	12.7	5.5	-0.4
18	CN(C)c1ccc(-c2cc(O)c3ncccc3c2)cc1
→ 14.8	-5.6	-0.1	.	7.5	10.1	18.2	11.6	-6.1
19	COc1cccc(Nc2nc3ccccc3n3nnnc23)c1
→ 7.4	0.9	-10.0	-4.4	9.1	9.7	2.9	6.1	-0.9
20	CSc1nccc(Oc2cncc(Cl)c2)n1
→ -6.9	1.9	-1.3	10.6	5.3	4.2	16.1	3.1	-1.0
21	CC1=CC2(O)OCCN(CCO)C2=CC1=O (configuration not stated)
→ 16.4	3.8	3.2	23.1	7.2	6.5	-3.6	13.3	-1.7
22	Cn1nnc2cc(C(=O)Nc3ccc4ccccc4c3)ccc21
→ -0.9	-2.9	-6.0	1.7	-5.4	-1.6	-3.6	0.5	-0.7
23	Cc1ccsc1C(=O)NNC(=O)c1csc(N2CCOCC2)n1
→ 3.9	-2.0	1.7	-0.4	6.2	-1.1	-6.8	6.2	-3.4
24	Cc1nnsc1C(=O)NC(C)C12CC3CC(CC(C3)C1)C2 (configuration not stated)
→ 3.1	5.1	-0.6	4.6	29.3*	5.0	-0.4	1.4	-2.0
25	N#Cc1c(NC(=O)Cn2c(=O)oc3ccccc32)oc(-c2ccccc2)c1-c1ccccc1
→ -8.2	-23.5	-17.6	-29.8	40.2*	-0.8	3.6	22.3	0.3
26	CCc1noc(C)c1C(=O)Nc1nc(-c2ccc(Cl)cc2Cl)c(C)s1
→ -1.0	-7.0	-4.6	2.9	2.7	-3.4	-0.2	-3.3	-0.8
27	O=Cc1cccc(Oc2ncccn2)c1
→ 6.8	11.4	1.9	2.1	-0.9	-3.6	9.2	4.3	-2.4
28	O=C(COC(=O)CCc1ccc(S(=O)(=O)N2CCOCC2)cc1)Nc1cccc(Cl)c1
→ 3.2	0.3	1.1	-2.5	0.3	-1.8	6.5	4.5	-0.5
29	O=c1c2ccccc2oc2ncccc12
→ 1.8	-0.7	-1.1	-9.8	-3.6	-2.0	11.6	4.7	0.6
30	O=C1CC(c2ccc(F)cc2)SC(N(c2ccccc2)c2ccccc2)=N1 (configuration not stated)
→ 2.0	-5.4	-1.1	-1.0	3.6	5.6	10.8	4.0	0.6
31	Cc1n[nH]c(=S)n1/N=C/c1ccccc1
→ 7.4	-13.0	-6.5	3.2	3.2	-0.4	1.2	1.7	-4.3
32	CC(C)n1ncc2c(C(=O)N3CCN(c4ccccc4)CC3)cc(-c3ccccc3)nc21
→ -6.1	6.0	-0.5	.	-0.4	5.4	-30.5	6.7	-1.4
33	CCN(CC(=O)NCc1ccc(F)cc1)C(=O)Cc1c(F)cccc1Cl
→ 3.8	-1.9	1.7	4.9	0.9	2.8	-22.7	1.4	0.5
34	O=C(C1CCCCC1)N1CCN(c2nc(-c3ccc(F)cc3)cs2)CC1
→ 0.2	4.4	1.7	2.6	1.3	-3.3	9.8	5.4	-0.2
35	Clc1ccc(Cn2cccn2)cn1
→ 7.4	1.2	-1.7	-3.9	1.3	-7.6	-4.1	-10.0	4.7
36	Cc1cc(C(=O)COc2ccccc2C#N)c(C)n1C1CC1
→ 2.9	1.0	1.5	11.9	7.6	-1.7	2.6	1.4	-2.4
37	CC(=O)c1ccc(OCCCC(=O)OCC(=O)Nc2ccc3[nH]c(=O)[nH]c3c2)cc1
→ 8.3	3.8	-2.5	-17.3	-0.6	-1.1	4.8	0.0	-0.3
38	CC(C)c1ccc(/C=N/NC(=O)c2cccc(S(=O)(=O)N3CCOCC3)c2)cc1
→ 5.1	-4.5	-0.5	1.3	-5.0	-2.5	11.4	-2.3	-6.5
39	COc1ccc(NC(=O)c2ccc(N(C)S(C)(=O)=O)cc2)cc1OC
→ 6.6	7.2	-0.4	0.3	1.7	-0.5	3.6	0.9	1.9
40	Cc1cc2c(c(=O)n1CCc1ccccc1)C(C(C)C)C(C#N)=C(N)O2 (configuration not stated)
→ 4.6	-7.6	-1.5	-3.4	2.4	-3.4	-0.3	-2.7	3.7
41	CC(=O)N1CCN(c2ccc(NCc3ccc(-c4ccc(Br)cc4)o3)cc2)CC1
→ 12.2	.	.	.	7.1	.	70.7*	41.2*	-2.4
42	O=[N+]([O-])c1cccc(-n2nncc2-c2ccccc2)c1
→ 5.1	-11.7	-3.1	7.8	0.9	-7.1	15.3	-0.5	-0.3
43	N#C/C(=C\c1ccncc1)c1nc2c(s1)CCCC2
→ 8.1	5.8	4.0	6.4	1.3	3.9	-2.9	7.0	-5.6
44	O=Cc1c(Nc2cccc(C(F)(F)F)c2)nc2ccccn2c1=O
→ 0.1	0.0	-2.0	-1.4	1.2	5.7	13.8	0.3	0.3
45	CNc1nc(N)c([N+](=O)[O-])c(Nc2cccc(F)c2)n1
→ 14.5	-6.4	0.6	-1.2	2.6	-3.9	-2.5	7.5	3.6
46	COc1ccc(-n2ccnc2SCC(=O)NCc2ccccc2)c(OC)c1
→ 14.4	1.4	-2.3	5.1	1.8	-3.4	2.8	1.9	-3.5
47	Cc1ccc(NC(=O)C2OCCc3ccccc32)cc1Cl (configuration not stated)
→ 1.2	-4.5	-4.8	1.6	1.0	-2.9	-4.4	-0.3	-0.5
48	Cn1ncc(Cl)c1C(=O)NCc1ccc(Cl)cc1
→ 1.6	-7.3	-1.3	3.8	1.1	-3.9	0.5	2.4	-2.3
49	O=C(/C=C/c1ccccc1)NNC(=O)c1cccc(Cl)c1
→ 2.6	-1.2	-0.3	3.3	0.2	0.4	3.5	-2.6	0.3
50	COc1cc(S(=O)(=O)N2CCCCC2)ccc1NC(=O)/C=C/c1ccccc1
→ -6.6	-30.5	-16.8	-8.6	-1.8	-26.0	1.9	-7.1	0.1
51	Cn1c(CSc2nc3ccccc3s2)nc2ccccc21
→ 5.6	-5.2	-5.1	4.2	4.8	10.9	-11.5	1.2	2.5
52	COCCn1c(SCC(=O)Nc2ccc3c(c2)CCC3)nc2ccccc2c1=O
→ 1.0	3.6	-2.6	-0.6	-0.5	1.2	14.2	-1.6	-2.3
53	Cc1ccc(C)c(N2CCN(CCCNC(=O)Cn3cccc3C(=O)c3ccccc3C)CC2)c1
→ 9.6	0.4	-0.3	8.9	1.9	-0.2	14.9	6.3	0.3
54	Cc1ncoc1C(=O)N1CCc2c([nH]c3ccccc23)C1C(C)(C)C (configuration not stated)
→ 9.5	4.2	4.2	2.2	-3.9	-2.0	7.4	5.0	5.5
55	COc1ccc(S(=O)(=O)N2CCCN(C)CC2)cc1
→ 8.6	8.0	3.0	0.3	1.7	-2.3	0.6	0.3	0.2
56	CC(=O)Nc1sc2c(c1C(c1cccc(Cl)c1)N1CCN(CCO)CC1)CCCC2 (configuration not stated)
→ 3.9	0.5	4.3	3.0	1.2	7.6	42.8	0.1	2.4
57	CC(C)(C)c1ccc(C(=O)N/N=C/c2cccc(Cl)c2)cc1
→ -7.1	5.5	0.9	-6.0	-2.0	-4.2	15.3	-6.6	-5.1
58	Cc1sc2nc(CN(Cc3cccs3)C(=O)C3CC3)[nH]c(=O)c2c1C
→ -2.9	5.5	-1.4	-1.6	2.3	0.3	8.3	-2.9	1.0
59	CCCNC(=O)C1CC(=O)N(c2ccc(OCC(=O)Nc3cccc(C)c3C)cc2)C1 (configuration not stated)
→ -5.0	-1.9	1.2	-4.6	3.8	-1.1	-0.8	-1.1	-0.8
60	Cc1cnc(C(=O)Nc2ccc(F)c(F)c2)cn1
→ 1.2	1.7	-1.9	7.3	-3.6	-2.9	-5.1	4.8	-0.2
61	O=C(O)C1CCC1C(=O)Nc1nc(-c2ccc(Cl)s2)cs1 (configuration not stated)
→ -1.9	4.2	-0.7	0.4	0.6	0.5	3.8	5.4	-0.2
